Siah-1 displacement: blockers of Siah-1 interaction with plectin peptide – biochemical, fluorescence polarization, rhodamine-plectin, uHTS, primary screen (AID 1817). one-dose displacement, % at 20 µM; IC50 in µM for titrated hits. 290,000 compounds, 0.02% hits. Siah-1 / rhodamine-plectin peptide fluorescence polarization; higher % means a stronger effect;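 active means displacement of at least 50% at 20 µM, with a fluorescence ratio check between 0.3 and a set limit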;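 further: plate controls were Siah plus tracer with DMSO for no effect and tracer alone without Siah for full effect; strong numbers were not always called active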
M1AAP inhibition: malaria alanyl aminopeptidase activity blockers – biochemical, fluorogenic H-Leu-NHMec substrate, 1536-well (AID 1445) | recombinant M1AAP, H-Leu-NHMec fluorogenic kinetic assay; higher % means a stronger effect | inhibition, % at 30 µM; hits with a dose series show IC50 in µM | 220,000 compounds, 0.42% hits;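 active means primary inhibition above the hit cutoff, then over 50% inhibition at one or more dose response concentrations, cut at about 23% in these data, passing the limit was not always enough; inconclusive means conflicting primary data, or primary hits not chosen for dose response; inactive means low primary inhibition, or under 50% at every dose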;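 further: plate controls were DMSO full reaction for no effect and no enzyme background for full effect; strong numbers were not always called active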
LYP phosphatase: inhibitors of LYP phosphatase, biochemical, fluorescence intensity, uHTS (AID 1779); recombinant LYP phosphatase, fluorescence intensity; higher % means a stronger effect; one-dose inhibition, % at 11.5 µM; IC50 in µM for titrated hits; 290,000 compounds, 0.054% hits;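 further: plate controls were vehicle with enzyme for no effect and no enzyme for full effect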
XIAP displacement: small molecules displacing peptide from XIAP – biochemical, IAP family, fluorescence polarization (AID 1018). XIAP BIR domain, fluorescence polarization peptide displacement; higher % means a stronger effect. displacement, % at 20 µM, or IC50 in µM where a hit was titrated. 200,000 compounds, 0.007% hits; in the data active means displacement above about 50%; further: a part of the inactive calls stands beside numbers as strong as those of hits
Lipid droplet: modulators of hepatic lipid droplet formation | inhibition, % at 6.5 µM | AML12 mouse hepatocytes, oleate lipid droplets, BODIPY imaging | 240,000 compounds, 0.4% hits;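 active means lipid droplet intensity inhibited by at least 50%, with more than 500 cells counted; inconclusive means wells with under 300 cells, treated as cytotoxic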
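Material – AML12 mouse liver cells · Also added – oleate loading, 100 µM · Compound dosing – 6.5 µM single-point dosing · Times – overnight treatment with compound plus oleate · Measured by – fluorescence imaging, 20x objective, two fields per well · Read-out – percent inhibition of filter-corrected integrated lipid droplet intensity per well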
AID2073: disruptors of CaV2.2 binding to Mint1 – biochemical, HTRF (AID 2073). HTRF protein-protein interaction, Mint1-CaV2.2; higher % means a stronger effect. one-dose inhibition, % at 20 µM; IC50 in µM for titrated hits. 290,000 compounds, 0.19% hits; in the data active means inhibition mostly above about 51%, no sharp cut-off; inconclusive means no clear call, values can overlap the other calls; inactive means mostly below about 53%; further: some results filed as inactive read as strong as hits
M17LAP inhibition: P. falciparum M17LAP inhibitors, primary screen, biochemical, fluorogenic H-Leu-NHMec substrate, 1536-well (AID 1619). 220,000 compounds, 0.38% hits. inhibition, % at 30 µM, or IC50 in µM where a hit was titrated. recombinant M17LAP, H-Leu-NHMec fluorogenic kinetic assay; higher % means a stronger effect;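 active means compound inhibiting the enzyme by more than half at any dose during confirmatory dose-response retesting; inconclusive means strong single-dose inhibitors picked by rank but not retested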;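 further: plate controls were full reaction with DMSO carrier for no effect and no enzyme background for full effect; strong numbers were not always called active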
ER stress rescue: protection against thapsigargin-triggered cell killing – 384-well, CSM14.1, ATP luminescence, primary screen (AID 1222); CSM14.1 thapsigargin-induced death rescue, ATP luminescence; higher % means a stronger effect; cellular ATP content (survival), % at 20 µM, or EC50 in µM where a hit was titrated; 190,000 tested, under 10 active;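 active means EC50 below 50 µM in the dose-response confirmation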;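 further: death triggered by thapsigargin at about 15 µM added after 2 h compound pretreatment; cell ATP read after overnight thapsigargin exposure of roughly 18 to 22 hours; normalized against plate controls of thapsigargin alone and 5% DMSO vehicle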
HEK293 NOD2/NF-kB: inhibition of NOD2-driven NF-kB reporter – cell-based, luminescence, uHTS, HEK293 (AID 1566). inhibition, % at 4 µM, or EC50 in µM where a hit was titrated. 290,000 compounds, 0.63% hits. HEK293 NOD2/NF-kB luciferase reporter, luminescence; higher % means a stronger effect; further: many of its hits are not listed in these tables
Lipid droplet cells 6.5 µM: second read-out of Lipid droplet, no call of its own (marks repeat the call); cell count; measured here: cell count, cytotoxicity flag;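 cells counted across two imaged fields per well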
The depositor's hits bear a star; ? = inconclusive; nt = no result given. Unless noted, no stated cut-off is given here; in the data, active means inhibition above about 50%; inactive means the rest. Not all compounds are listed; count on the stated rates, not on these rows.

Results follow in this order: Siah-1 displacement	M1AAP inhibition	LYP phosphatase	XIAP displacement	Lipid droplet	Lipid droplet cells 6.5 µM	AID2073	M17LAP inhibition	ER stress rescue	HEK293 NOD2/NF-kB
1: Cc1cccc(N2CCN(c3ccc4cc(S(=O)(=O)N5CCCCC5)ccc4n3)CC2)c1C
 : 1%	nt	-6%	nt	-20	627	?	nt	nt	33%
2: CN(C)c1ccc(CNC(=O)c2cc(S(=O)(=O)N3CCCC3)cn2C)cc1
 : -8%	nt	-8%	nt	-1	737	-11%	nt	nt	15%
3: O=C(NCc1cccs1)c1cc2c(s1)-c1ccccc1OC2
 : 5%	10%	-9%	-3.8%	-12	579	16%	-16%	nt	-15%
4: Cc1ccc(CNC(=O)C2CCN(c3nnc(N4CCCC4=O)s3)CC2)cc1
 : -1%	nt	-12%	nt	-10	730	-6%	nt	nt	18%
5: CCN(CC)N=Nc1ccc(S(=O)(=O)N2CCSC2C(=O)O)cc1 (stereo unspecified)
 : 6%	11%	-1%	-7.7%	6	668	30%	6%	0.6%	15%
6: CC(C)Oc1cccc(C(=O)Nc2ccccc2N2CCOCC2)c1
 : -3%	4%	4%	-7.4%	-3	810	15%	4%	-1.6%	-2%
7: Cc1nc2ccccn2c1-c1ccnc(=S)[nH]1
 : -4%	11%	0%	nt	-8	675	-18%	4%	nt	2%
8: COc1ccc(F)cc1C(=O)C1CCCN(C(=O)CCc2ccccn2)C1 (stereo unspecified)
 : 3%	0%	1%	-4.9%	5	558	-1%	0%	-1.2%	-1%
9: CC(C)c1ccc(N(C)C(=O)Cc2c(C(=O)O)n(C)c3ccccc23)cc1
 : -2%	nt	4%	nt	nt	nt	8%	nt	nt	4%
10: CCC(=O)c1cc2c(cc1NC(=O)c1cccs1)OCCO2
 : 2%	9%	-4%	-2.8%	nt	nt	10%	-3%	-0.9%	22%
11: COC(=O)c1ccc(OC)c(CSc2nnc(COc3ccc(Cl)cc3)o2)c1
 : -1%	6%	4%	-0.7%	1	681	?	-2%	nt	8%
12: O=C(CCc1nnc(-c2ccc(-c3ccccc3)cc2)o1)N1CCCCC1
 : -4%	9%	-5%	-0.6%	3	704	13%	-1%	1.9%	nt
13: COC(=O)c1sc(NC(=O)COc2ccccc2OC)nc1C
 : 4%	1%	-5%	-2.4%	12	725	2%	9%	8.7%	5%
14: Cc1ccc(-n2cccn2)c(CN2CCCC(CNC(=O)c3ccc(F)cc3)C2)c1 (stereo unspecified)
 : 4%	2%	-7%	-1.8%	4	685	4%	-2%	-0.9%	12%
15: CCOC(=O)c1ccccc1NC(=O)CN1CCC(n2nnc3cc(C(F)(F)F)ccc32)CC1
 : 3%	4%	0%	nt	-4	653	-40%	-1%	nt	2%
16: S=c1[nH]nc(Cn2c(-c3ccccn3)nc3ccccc32)n1-c1ccc2c(c1)OCCO2
 : -5%	20%	-4%	nt	9	704	-35%	-1%	nt	-67%
17: COCCn1c(SCC(=O)N2CCCc3ccccc32)nc2c(c1=O)SC(C)C2 (stereo unspecified)
 : 0%	3%	5%	-6.8%	-4	574	-3%	9%	nt	3%
18: NC(=O)CSc1nc2sc(-c3ccccc3)cc2c(=O)n1N
 : -3%	-11%	5%	-2.8%	nt	nt	5%	-8%	1.0%	-51%
19: COCCNC(=O)CS(=O)Cc1nc(-c2ccc(Cl)cc2)oc1C (stereo unspecified)
 : 0%	7%	2%	-0.9%	nt	nt	-8%	5%	-1.6%	-4%
20: CCOc1ccc(-c2noc(CCC(=O)NC)n2)cc1OCC
 : 4%	-1%	1%	-12%	nt	nt	-2%	0%	0.2%	5%
21: O=C(CSc1nn(-c2ccc(Cl)cc2)c(=S)s1)N1CCN(C(=O)c2ccco2)CC1
 : 0%	17%	2%	-7.7%	nt	nt	-4%	14%	-1.6%	10%
22: CCCCCCn1c(-c2ccco2)nc2oc3cc(OC)ccc3c(=O)c2c1=O
 : 4%	1%	2%	-5.6%	9	739	8%	-2%	-3.9%	34%
23: CCOc1cccc(CN2CCCC(C(=O)c3cc(Cl)ccc3OC)C2)c1O (stereo unspecified)
 : 2%	nt	0%	nt	0	842	-4%	nt	nt	3%
24: CCCCSc1nc2c(=O)[nH][nH]c(=O)c2n1Cc1ccccc1
 : 12%	7%	0%	-2.3%	2	728	3%	37%	-1.6%	-9%
25: Cn1c(SCC(=O)NCc2ccco2)nnc1-c1c[nH]c2ccccc12
 : -2%	11%	-2%	-4.9%	nt	nt	-1%	12%	1.2%	-7%
26: CC(C)(C)NC(=O)C(OC(=O)c1cccs1)c1ccc(F)cc1 (stereo unspecified)
 : 7%	1%	-3%	-5.7%	10	754	12%	4%	-1.0%	2%
27: Cc1cc(C(=O)NCc2cccnc2)cs1
 : -3%	9%	-6%	0.0%	-3	730	-1%	-2%	nt	12%
28: O=C(N/N=C\c1ccc[nH]1)C1COc2ccccc2O1 (stereo unspecified)
 : 0%	9%	2%	nt	-1	733	-8%	0%	nt	-2%
29: CO/N=C/c1c(C(=O)OC)nn(-c2ccccc2)c1Cl
 : 0%	1%	-5%	-3.4%	1	726	5%	3%	0.3%	16%
30: CC(C)C(=O)Nc1sc2c(c1-c1nc3ccccc3[nH]1)CCCC2
 : -4%	6%	-5%	-3.9%	nt	nt	-6%	3%	3.5%	-13%
31: CCNC(=O)CC1C(=O)N(c2ccc(OC)cc2)C(=O)N1Cc1ccc(OC)cc1 (stereo unspecified)
 : 1%	-1%	-7%	-2.7%	nt	nt	5%	13%	-1.4%	12%
32: O=C(Nc1ccccc1)c1cnc2ccccc2n1
 : 1%	-5%	-4%	-3.9%	-18	682	-2%	37%	-4.3%	-51%
33: CCc1nc(C)ccc1OC(=O)C12CC3CC(CC(C3)C1)C2
 : -4%	3%	-6%	-3.5%	-9	630	-4%	6%	4.3%	10%
34: CCN(c1ccccc1)S(=O)(=O)c1cc(C(=O)O)ccc1C
 : 8%	6%	-6%	-0.1%	nt	nt	1%	-28%	-0.2%	7%
35: O=C(CCNC(=O)N1CC(=O)Nc2ccccc21)NCc1ccc(F)cc1
 : 1%	nt	-6%	nt	0	702	6%	nt	nt	14%
36: CC1CN(S(=O)(=O)c2ccc(-c3nc4ccccc4s3)cc2)CC(C)O1 (stereo unspecified)
 : 0%	10%	-2%	-2.9%	nt	nt	7%	3%	1.9%	-4%
37: O=C(NCc1cc2ccccc2[nH]1)C1CCC(=O)N(CCCN2CCCC2=O)C1 (stereo unspecified)
 : -6%	nt	-16%	nt	-3	677	20%	nt	nt	15%
38: CN(C)c1cccc(C(=O)NNC(=S)NC2CCCC2)c1
 : 6%	-3%	-10%	-7.4%	1	686	-7%	-1%	-0.6%	-9%
39: COC(=O)COc1cccc(-n2cnnn2)c1
 : -1%	5%	-7%	-2.7%	nt	nt	-4%	5%	1.2%	-7%
40: O=C(NN=C1CCCCCC1)c1cc(-c2ccccc2)nc2ccccc12
 : 0%	-1%	5%	-4.5%	nt	nt	3%	-12%	-1.0%	21%
41: O=[N+]([O-])/C(C(Cl)=C(Cl)Cl)=C1\Nc2ccccc2O1
 : 2%	8%	0%	nt	-4	771	-16%	20%	nt	1%
42: O=C(CN(c1ccc(Cl)c(Cl)c1)S(=O)(=O)c1ccccc1)N1CCc2ccccc2C1
 : 2%	3%	1%	-2.6%	nt	nt	-6%	-4%	0.4%	9%
43: CCOc1ccccc1NC(=O)c1ccc(Cl)c(NC(=O)CC(c2ccccc2)c2ccccc2)c1
 : 6%	4%	0%	-3.7%	nt	nt	14%	2%	0.7%	-3%
44: CCCCn1c(N)c(N(CC(C)C)C(=O)CN(C)Cc2cccc(OC)c2)c(=O)[nH]c1=O
 : -1%	2%	-6%	-4.3%	1	766	-4%	10%	2.5%	4%
45: CC(=O)Oc1cccc(C(=O)Nc2ccc(NC(=O)c3cccs3)cc2)c1
 : -6%	nt	-5%	nt	1	787	31%	nt	nt	-84%
46: Cc1ccccc1NC(=O)c1cccc(Cn2cc(Br)c([N+](=O)[O-])n2)c1
 : 0%	2%	-7%	1.5%	nt	nt	-6%	9%	-1.9%	21%
47: COc1ccc(OC)c(C2CC(=O)c3c([nH]c(C(=O)OCC4CCCO4)c3C)C2)c1 (stereo unspecified)
 : 7%	5%	3%	-3.9%	-7	678	1%	4%	nt	-5%
48: Cc1nn(CCOc2ccccc2)c(=O)n1-c1ccccc1F
 : 0%	1%	9%	0.0%	0	658	7%	4%	-1.6%	-20%
49: Cc1cccc(/C(N)=N/OC(=O)Cc2ccccc2)c1
 : 0%	7%	-4%	-4.5%	0	657	5%	-5%	-1.0%	-22%
50: CCCNC(=O)COC(=O)c1ccc(S(=O)(=O)N2CCCCCC2)cc1
 : 1%	1%	-11%	-1.3%	nt	nt	-4%	-14%	0.0%	10%
51: Cc1ccc(OCC(=O)O/N=C(\N)c2cccc([N+](=O)[O-])c2)cc1C
 : 14%	1%	-4%	nt	-6	687	5%	1%	nt	28%
52: O=C(CN(c1ccccc1Cl)S(=O)(=O)c1ccccc1)N/N=C/c1ccccc1C(=O)O
 : 7%	-2%	-3%	-3.7%	-1	656	2%	0%	0.9%	8%

Compounds 31 through 36, quoted:
Results follow in this order: Siah-1 displacement	M1AAP inhibition	LYP phosphatase	XIAP displacement	Lipid droplet	Lipid droplet cells 6.5 µM	AID2073	M17LAP inhibition	ER stress rescue	HEK293 NOD2/NF-kB
31: CCNC(=O)CC1C(=O)N(c2ccc(OC)cc2)C(=O)N1Cc1ccc(OC)cc1 (stereo unspecified)
 : 1%	-1%	-7%	-2.7%	nt	nt	5%	13%	-1.4%	12%
32: O=C(Nc1ccccc1)c1cnc2ccccc2n1
 : 1%	-5%	-4%	-3.9%	-18	682	-2%	37%	-4.3%	-51%
33: CCc1nc(C)ccc1OC(=O)C12CC3CC(CC(C3)C1)C2
 : -4%	3%	-6%	-3.5%	-9	630	-4%	6%	4.3%	10%
34: CCN(c1ccccc1)S(=O)(=O)c1cc(C(=O)O)ccc1C
 : 8%	6%	-6%	-0.1%	nt	nt	1%	-28%	-0.2%	7%
35: O=C(CCNC(=O)N1CC(=O)Nc2ccccc21)NCc1ccc(F)cc1
 : 1%	nt	-6%	nt	0	702	6%	nt	nt	14%
36: CC1CN(S(=O)(=O)c2ccc(-c3nc4ccccc4s3)cc2)CC(C)O1 (stereo unspecified)
 : 0%	10%	-2%	-2.9%	nt	nt	7%	3%	1.9%	-4%

Screens (PubChem BioAssay)
